Pf Dd2 inh = qHTS Primary assay for Inhibitors of Plasmodium falciparum Dd2 growth in vitro | P. falciparum Dd2 growth, SYBR Green, 72 h | Potency, µM (top dose mostly 28.9 µM), for the others: at the highest dose activity, negative = inhibition, most hits filed as inhibitors | actives 4.3% (n = 120,000) | AID 1347417, 2020; active = well fitted inhibition curve with a large enough effect; inconclusive = small, poorly fitted or top-dose-only effect; inactive = no such curve, though single readings can be large or run the other way;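 also: plate controls were DMSO vehicle for no effect and reference drug for full effect; nearly all actives have a fitted effect of over 65% in size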
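Infected erythrocytes (Dd2, 0.3% parasitemia, 2.5% hematocrit final) are added to compound in RPMI-1640/Albumax II medium, grown 72 h at 37C in low oxygen, then lysed with saponin/Triton-X containing SYBR Green and read by fluorescence.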
* hit, by the source's call; i = inactive; ? = inconclusive; [ ] = dose if it differs, or a comment. Potency is read from the fitted curve at half-maximal effect. Not all compounds are listed; the hit share may differ from the screen's.

SMILES	Pf Dd2 inh
COc1ccc(C(=O)N2CCCC(c3noc(COc4ccccc4)n3)C2)cn1 (stereo not drawn)	?
CC1(C)C(=O)N(CC2CCOCC2)[C@H]2CN(Cc3cccnc3N)C[C@H]2[S+]1(=O)[O-]	15%[44.1 µM]
COc1ccccc1/C=C/c1nc(C#N)c(N2CCCCC2)o1	3%
Cc1ccc(C)c(CN2C(=O)c3ccccc3Sc3ccc(C(=O)NCc4ccc5c(c4)OCO5)cc32)c1	8.9µM*
CC1CCC(NC(=O)c2ccc3c(c2)N(Cc2ccccc2F)C(=O)c2ccccc2S3)CC1 (stereo not drawn)	?
COc1ccc(OC)c(S(=O)(=O)N2CCC(Cc3ncc(C)n3C3CC3)C2)c1 (stereo not drawn)	?
CC(C)N1CCc2c(sc(NC(=O)c3ccc(S(=O)(=O)N(C)C4CCCCC4)cc3)c2C(N)=O)C1	?
CC(C)C[C@@H]1N[C@H](C(=O)NCc2ccc(F)cc2)Cc2cn(C)c3cccc1c23	14µM*
COc1cc(NC(=O)c2nn(C)c3c2CS(=O)(=O)c2ccccc2-3)cc(OC)c1	-21%
Cc1ccc2scc(N3CCN(c4ccc(F)cc4)CC3)c(=O)c2c1	-4%
COCCN1C(=O)c2ccccc2C(C(=O)Nc2nc3ccccc3[nH]2)C12CCCCC2 (stereo not drawn)	1.8µM*
Cc1ccc(NC(=O)Nc2ccc(C)n(CC(=O)NCC(C)C)c2=O)cc1	i
COc1cccc(C(=O)Nc2nc3nc(-c4ccccc4)cc(=O)n3[nH]2)c1	21%
CC1=C[C@@H](CNC(=O)COc2ccccc2)[C@H](C(C)C)C[C@H]1CC(=O)NCc1ccccn1	i
Clc1cccc(Nc2cnc3ccc(N4CCOCC4)nn23)c1	-9%[44.1 µM]
COc1ccccc1CNC(=O)C1CCCN(c2nn3cc(-c4ccc(F)cc4)nc3s2)C1 (stereo not drawn)	31%
O=C1[C@H]2CN(Cc3ccccc3Cl)C[C@H]2C(=O)N1Cc1ccc2c(c1)OCO2	-5%
COc1ccc(CN(C)c2ccc(-c3nc(-c4ccccc4)no3)cc2[N+](=O)[O-])cc1	9%
O=c1c2sc3ccccc3c2n(Cc2cccc(C(F)(F)F)c2)c(=O)n1Cc1ccco1	?
COc1ccc(C2c3c(-c4ccccc4)n[nH]c3C(=O)N2c2ccc(C(=O)O)cc2)c(OC)c1 (stereo not drawn)	?
NCCCN1C(=O)CC[C@H]2CN(C(=O)c3coc4ccccc34)CC[C@H]21	1%
CCCS(=O)(=O)c1nc(S(=O)(=O)c2ccc(C)cc2)c(NCc2ccccc2)s1	?
COc1ccccc1C(=O)NC1(C(F)(F)F)C(=O)Nc2c1c(=O)[nH]c(=O)n2-c1ccccc1 (stereo not drawn)	12%
O=C(c1c[nH]c2ncccc12)N1CCC(Cc2ccccc2)CC1	?
Cc1ccsc1CN1CCC(Oc2ccccc2-c2nc(-c3ccncc3)no2)C1 (stereo not drawn)	?

5 compounds drawn at random from the list so far, as already listed:
SMILES	Pf Dd2 inh
O=c1c2sc3ccccc3c2n(Cc2cccc(C(F)(F)F)c2)c(=O)n1Cc1ccco1	?
Cc1ccc(C)c(CN2C(=O)c3ccccc3Sc3ccc(C(=O)NCc4ccc5c(c4)OCO5)cc32)c1	8.9µM*
COc1ccc(OC)c(S(=O)(=O)N2CCC(Cc3ncc(C)n3C3CC3)C2)c1 (stereo not drawn)	?
O=C(c1c[nH]c2ncccc12)N1CCC(Cc2ccccc2)CC1	?
COc1ccc(C(=O)N2CCCC(c3noc(COc4ccccc4)n3)C2)cn1 (stereo not drawn)	?

The results go on:
SMILES	Pf Dd2 inh
CCOC(=O)Cn1c(=O)n(CC2CCCO2)c2nc(-c3ccccc3Cl)nc(C(N)=O)c21 (stereo not drawn)	6%
COc1ccc(-c2cn3c(n2)sc2cc(C(=O)Nc4cccc(SC)c4)ccc23)cc1	i
CCc1ccc2oc(-c3cccc(NC(=O)c4cc5ccccc5o4)c3)nc2c1	19%
CN1CCC(Cn2ccc3c(N4CCOCC4)nc(-c4cccc5[nH]ncc45)cc32)CC1	?
Cc1ccccc1C(=O)N1CCc2nc(C(C)C)nc(-c3ccc(O)cc3)c2C1	-1%
O=C1COCC2(CN(c3ccccc3)C2)CN1c1ccc(OC(F)(F)F)cc1	i
Fc1ccc2nc([C@H]3CCN(Cc4ccc(F)c(F)c4)C3)[nH]c2c1	?
OCc1ccc(CN2C[C@H](O)C[C@H]2c2nc(-c3ccc(F)cc3)no2)o1	?
O=C1NC2CCCCC2=C1CC(=O)N1CCOCC1 (stereo not drawn)	-16%
O=C(CCC1CCN(C(=O)c2ccccc2)CC1)Nc1cccnc1	-1%
COc1cccc(NC(=O)NC[C@H]2O[C@@H](CO)[C@@H](O)[C@H]2N2CCN(c3ccc(F)cc3)CC2)c1	i
CC(C)c1noc(-c2cn(C3CCN(C(=O)c4cc(Cl)ccc4F)C3)nn2)n1 (stereo not drawn)	i
CC(=O)N[C@@H]1CCC[C@@H](C(=O)NC2CCOCC2)CC(=O)N(C)C1	37%[activator][44.1 µM]
CNC(=O)[C@@H]1CN(C(=O)c2ccc(F)c(Cl)c2)C[C@H]1COC	10%
CCOc1ccc(NC(=O)c2ccc3c(SCC(=O)O)c4c(nc3c2)CCCC4)cc1	?
COc1ccc(CN2C[C@@H]3C(=O)N(CCCN4CCCC4=O)C(=O)[C@@H]3C2)cc1OC	i
Cc1ocnc1C(=O)N1CCC2(CCCN(CCCc3ccccc3)C2=O)C1 (stereo not drawn)	i
C1CC(Cc2nc(C3CC3)n[nH]2)CN1 (stereo not drawn)	18%
COc1ccc(F)cc1S(=O)(=O)NC1CCc2nnc(C3CC3)n2CC1 (stereo not drawn)	i
COc1ccccc1C(=O)NCCSc1c(C)[nH]c2ccccc12	15%
N#Cc1ccc(CN2CCc3nc(C(=O)N4CCOCC4)oc3CC2)cc1	-4%[44.1 µM]
COc1ccc(-c2cnc3[nH]cc(CC(=O)N4CCNC(=O)C4)c3c2)cc1	7.9µM*
C=CCN(Cc1nc(-c2ccccc2)no1)C(=O)c1cccc(OC)c1OC	-13%
Cc1noc(-c2cccc(OC3CN(S(=O)(=O)c4c(C)nn(C)c4C)C3)c2)n1	45%[activator][5.79 µM]
CCc1ccc(NC(=O)CN(Cc2ccccc2)S(=O)(=O)c2ccc3nc(C)sc3c2)cc1	?
More entries:
SMILES	Pf Dd2 inh
Cc1nc(-c2ccc(S(=O)(=O)Nc3ccc(OC(F)(F)F)cc3)cc2)co1	30%[activator]
O=C1COc2cc(C(=O)NCC3CCOc4ccccc4C3)ccc2N1 (stereo not drawn)	?
COc1cccc([S+](=O)([O-])N2CCCC3(CC(C(C)C)=NO3)C2)c1 (stereo not drawn)	-8%
O=C(NC[C@H]1O[C@H](Cc2cc(COc3ccccc3)on2)CC[C@@H]1O)c1ccccc1	i
Cc1ccccc1-c1cn(C)c(=O)n2cc(CNc3ccccc3)nc12	?
CN1C(=O)CS(=O)C12CCNCC2 (stereo not drawn)	28%
O=C1CO[C@H]2CN(c3ncccn3)C[C@H]2N1CC1CCCCC1	i
Cc1ccccc1CN1CCC2(C1)C(=O)N(C)C(=O)N2C (stereo not drawn)	40%[activator]
CCOC(=O)C[C@@H]1C[C@@H](C(C)C)[C@H](CNC(=O)c2ccc(C#N)cc2)C=C1C	i
COc1ccc(Cn2c(=O)c3oc4ccccc4c3n(Cc3cccc(F)c3)c2=O)cc1	-17%
COCCCNC(=O)c1cn(CC(C)C)c(=O)c2c1c1ccccc1n2C	?
CCc1ccccc1NS(=O)(=O)c1cc(Br)cc2c1N(C(=O)C1CC1)CC2	?
O=C(Cc1cccc(Cl)c1)N1CCC(n2cc(-c3nc(-c4ccccc4)no3)nn2)C1 (stereo not drawn)	138%[activator]
CCc1noc(-c2ccn3c(CNC(=O)c4c(F)cccc4F)nnc3c2)n1	-21%
COc1ccc(C)cc1NC(=O)C1CCCN(S(=O)(=O)c2ccc3c(c2)CCCN3C(C)=O)C1 (stereo not drawn)	?
O=C(Nc1ccc(-c2nnc3n2CCCC3)cc1)c1ccc2ccccc2n1	1µM*
COCC1CN(Cc2cc(F)cc(Br)c2)CC12CCNCC2 (stereo not drawn)	?
Cc1ccc(S(=O)(=O)CCC(=O)Nc2ccc(OC(F)(F)F)cc2)cc1	56%[activator]
CCn1nc(C)c2c(-c3ccccc3)cc(=O)n(C(C)C(=O)NCCc3ccc(OC)c(OC)c3)c21 (stereo not drawn)	-6%
CCN(Cc1ccccc1)C(=O)C1CCN(c2ncnc3c2nc2n3CCCCC2)CC1	?
Cc1ccc(C)c(N2C(=O)N(Cc3c(F)cccc3Cl)c3ccccc3S2(=O)=O)c1	i
Cc1cc(C)cc(OCC(=O)NC(Cc2c[nH]c3ccccc23)C(=O)O)c1 (stereo not drawn)	11%
Cc1cccc(C(=O)N2CC(Oc3ccc(-c4nc(-c5ccccc5)no4)cc3)C2)c1	i[5.79 µM]
Cc1nc2c(C(=O)NCCc3ccccc3)cnn2c(C)c1Cc1c(F)cccc1Cl	-25%
CSCC(=O)N1CC[C@H](NC(=O)Nc2cccc(SC)c2)[C@H]1C(=O)N[C@@H](Cc1cccs1)C(N)=O	-2%

Copied from the listing, seven compounds:
SMILES	Pf Dd2 inh
COc1ccc(C(=O)N2CCCC(c3noc(COc4ccccc4)n3)C2)cn1 (stereo not drawn)	?
CC1(C)C(=O)N(CC2CCOCC2)[C@H]2CN(Cc3cccnc3N)C[C@H]2[S+]1(=O)[O-]	15%[44.1 µM]
COc1ccccc1/C=C/c1nc(C#N)c(N2CCCCC2)o1	3%
Cc1ccc(C)c(CN2C(=O)c3ccccc3Sc3ccc(C(=O)NCc4ccc5c(c4)OCO5)cc32)c1	8.9µM*
CC1CCC(NC(=O)c2ccc3c(c2)N(Cc2ccccc2F)C(=O)c2ccccc2S3)CC1 (stereo not drawn)	?
COc1ccc(OC)c(S(=O)(=O)N2CCC(Cc3ncc(C)n3C3CC3)C2)c1 (stereo not drawn)	?
CC(C)N1CCc2c(sc(NC(=O)c3ccc(S(=O)(=O)N(C)C4CCCCC4)cc3)c2C(N)=O)C1	?

Going on with the list:
SMILES	Pf Dd2 inh
CCc1csc(CNC(=O)C(CC)n2cc(C(C)=O)c3ccccc32)n1 (stereo not drawn)	-8%
CN(Cc1ccncn1)C(=O)C1C2C(=O)N(CCc3ccncc3)C[C@@]23C=C[C@@H]1O3 (stereo partly drawn)	3%
COc1cccc(NC(=O)N[C@H]2CCN(C(=O)c3cccn3C)[C@@H]2C(=O)N[C@H](Cc2ccccc2)C(N)=O)c1	0%
COc1ccc2[nH]cc(S(=O)(=O)c3ccc(C)c(C)c3)c(=O)c2c1	70%[activator]
CN1CCN(Cc2ccccc2Oc2ccc(C(F)(F)F)cn2)CC1	?
Cc1ccc2nc(/C(C#N)=C/c3ccccc3F)[nH]c2c1	?
Cc1ncc2c(c1CNCC1(O)CNCCOC1)CCNC2 (stereo not drawn)	9%
O=C(NCc1ccccc1)c1nc2c(o1)CCN(Cc1c(F)cccc1F)CC2	i
O=C1Nc2ccccc2OCC12CCN([S+](=O)([O-])c1ccccc1)CC2	9%
CC(C)OC(=O)c1cccc(NC(=O)Cn2nnc3sc4c(c3c2=O)CCCC4)c1	?
CCOC(=O)N1CCc2c(sc(NCc3cccs3)c2C(=O)Nc2cc(Cl)ccc2OC)C1	8.9µM*
Cc1nc2ccc(S(=O)(=O)NCC(=O)Nc3ccc(F)cc3F)cc2s1	23%
CC(=O)c1c(C)nn(CCC(=O)N[C@@H]2CCOC[C@H]2OCCO)c1C	8%
COC(=O)c1sc2ccccc2c1S(=O)(=O)N1CCN(c2ccc(C(C)=O)cc2)CC1	-16%
Cc1ccc(OC(=O)CSc2nnc(-c3cccs3)o2)c(C)c1	33%[activator]
CN(CC1CCOC1)S(=O)(=O)c1cccc(Cl)c1 (stereo not drawn)	8%[5.79 µM]
CCCc1nc(C(=O)NC2CCCc3nc(N(C)C)ncc32)cs1 (stereo not drawn)	17%
COc1cc(Nc2ncc3c(n2)CCN(Cc2cc(Br)cs2)C3)cc(OC)c1	?
CC(=O)N1CCN(c2cc(-c3noc([C@@H]4CCCN4C4CCC4)n3)ccn2)CC1	i
COc1ccc(NC(=O)CCn2c(-c3ccc(F)cc3)cc(C(C)=O)c2C)c(OC)c1	?
COc1cccc(CCN2CC[C@H]3CN(C(=O)c4ccccc4)CC[C@H]3CC2=O)c1OC	-6%
Cc1cc(C)cc(OCC(=O)Nc2ccc(-c3nc4ncccc4o3)cc2C)c1	-23%
CCC(=O)NCCn1c(C)nc2cc(S(=O)(=O)N3CCOCC3)ccc21	0%
COc1ccc(C(=O)Nc2ccc3nc(SCC(=O)N4CCc5ccccc54)sc3c2)cc1	?
COc1ccc(CN2C(=O)O[C@@H]3CN(Cc4nc[nH]c4C)C[C@@H]32)cc1OC	6%
Following part
SMILES	Pf Dd2 inh
COc1ccccc1OCCNC(=O)C1CCCCC(=O)N1 (stereo not drawn)	0%
Cc1ccccc1OCC(=O)Nc1ccc(OCc2cc(=O)n3ccsc3n2)cc1	-14%
CS(=O)(=O)c1ccc(OC[C@H]2C[C@@H](NC(=O)c3cccnc3)[C@H](O)[C@@H]2O)cc1	i
COc1cc(C(=O)N2CCC(c3nc4ccccc4s3)CC2)cc(OC)c1OC	96%[activator]
COc1cccc(CNC(=O)N2CCC(N3CC4CC(C3)[C@H]3CCCC(=O)N3C4)CC2)c1 (stereo partly drawn)	8%
COc1ccc(-c2nc3nccc(-c4ccco4)n3n2)c(OC)c1	-29%
O=C(NC[C@H]1O[C@H](Cc2cc(-c3ccccc3)on2)CC[C@@H]1O)N1CCOCC1	3%[44.1 µM]

From PubChem BioAssay
